Bioassay records deposited in PubChem by National Center for Advancing Translational Sciences (NCATS).
a7 integrin act: qHTS for Activators of Integrin-Mediated Alleviation for Muscular Dystrophy | alpha7betagal myoblasts, beta-gal FDG fluorescence, 48 h | Potency, µM (highest dose often 38.3 µM), for inactives: top-dose activation, usual class: activators | actives 0.064% (n = 350,000) | AID 624291, 2012; active = well fitted activation curve with a large enough effect;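 also: 100% = response of the positive control SU9516; nearly all actives have a fitted effect of over 60% in size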
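alpha7betagal+/- myoblasts (passage 13, 250/well) treated 48 h at 37C with compounds at 1:260 dilution of DMSO stock. Lysed, then beta-galactosidase activity read as FDG fluorescence (ex 480/em 540) after 30 min, with pre-read for autofluorescence.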
Starred values were filed as active, the others as inactive; [ ] = remark or other dose. Potency is read from the fitted curve at half-maximal effect. An excerpt; count on the stated rates, not on these rows.

SMILES | a7 integrin act
O=C(NCCCN1CCOCC1)/C(=C/c1ccc(-c2cccc([N+](=O)[O-])c2)o1)NC(=O)c1ccccc1 | -35.1%
O=C(CSc1nc2ccccc2c(=O)n1-c1ccc(F)cc1F)NC1CCS(=O)(=O)C1 (centres undefined) | 1.6%
O=C(c1ccc2c(c1)OCO2)c1ccc[nH]1 | -3.9%
COc1cc(C(=O)NC2CC(C)CC(C)(C)C2)cc(OC)c1OC (centres undefined) | 3.9%
CCCCN(C(=O)COc1ccc(F)cc1)c1c(N)n(CC(C)C)c(=O)[nH]c1=O | 3.4%
C[C@@H]1CCCCO[C@H](CN(C)C(=O)Cc2ccccc2)[C@H](C)CN([C@@H](C)CO)C(=O)c2cc(NC(=O)Nc3ccc(F)cc3)ccc2O1 | -12.7%
C[C@H]1NS(=O)(=O)c2cc(Cl)ccc2O[C@@H]1c1ccccc1 | -6.8%
O=[N+]([O-])c1ccc(CN2CC(N3CCN(CC4CC4)CC3)CS2(=O)=O)cc1 (centres undefined) | 3.8%
O=C(COC(=O)CSc1ccc(F)cc1)NC1CC1 | 3.1%
CC(C)CN(C(=O)CN(C)C(=O)Cc1c(F)cccc1Cl)c1c(N)n(CC(C)C)c(=O)[nH]c1=O | 9.2%
COc1ccc(N2CCN(CCCn3cnc4c(SC)ncnc43)CC2)cc1 | 8.4%
CCOC(=O)c1cc(OCC)c2c(ccc3ccccc32)n1 | 11.3%
O=C(NCC(=O)N1CCC(Cc2ccccc2)CC1)c1ccccc1F | 11.5%
C[C@H](CO)N1C[C@H](C)[C@@H](CN(C)Cc2ccc(F)cc2)Oc2ncc(Br)cc2C1=O | 11.8%
Cc1cccc(C(O)c2cnc(C)n2Cc2ccccc2)c1 (centres undefined) | 10.8%
O=C(Nc1ccncc1)c1cc(-c2ccccc2)nc2ccccc12 | -9.8%
O=C(CSc1nnc2ccccn12)Nc1ccccc1[N+](=O)[O-] | 6.2%
c1cncc(C2SCCCS2)c1 | 8.7%
O=C(NC1CCS(=O)(=O)C1)c1cc2c(=O)n3ccccc3nc2n1Cc1ccccc1 (centres undefined) | -12.7%
C[C@@H]1CCCCO[C@H](CN(C)S(=O)(=O)c2ccccc2)[C@@H](C)CN([C@H](C)CO)C(=O)c2cc(NC(=O)Cc3ccccc3)ccc2O1 | -19.8%
Cc1cc(Nc2ccc(F)cc2)c2ccccc2n1 | 20.6%
C[C@@H](NC(=O)c1ncn2c1C(=O)NC[C@@H]2C)c1ccccc1 | 14.4%
CC(C)CC1C(=O)N(Cc2cn(CC3CCCCC3)nn2)CCS(=O)(=O)N1Cc1ccc(-c2cccc(CO)c2)cc1 (centres undefined) | -60.4%[inhibitor]
C[C@@H]1CN([C@@H](C)CO)S(=O)(=O)c2ccc(Br)cc2O[C@H]1CN(C)C(=O)CN(C)C | -0.3%
Nc1ccc(S(=O)(=O)Nc2nccc(/C=C/c3cccc([N+](=O)[O-])c3)n2)cc1 | -1.6%
CCCCCCn1c(=O)n2n(c1=O)[C@@H]1CN(S(=O)(=O)c3ccc(C)cc3)C[C@]1(O)[C@@H](OC(=O)Nc1cccs1)C2 | -60.1%[inhibitor]
Cc1ccccc1OCC(=O)OCC(=O)NC12CC3CC(CC(C3)C1)C2 | 0.7%
COc1ccc(S(=O)(=O)Nc2ccc3c(c2)C(=O)N([C@H](C)CO)C[C@H](C)[C@@H](CN(C)C(=O)Nc2ccc(C(F)(F)F)cc2)OCCCC[C@H](C)O3)cc1 | -38.3%
c1cc(C2OCCO2)cs1 | 15.9%
CCCOc1ccc(/C=C/C(=O)N2CCN(C(=O)c3ccco3)CC2)cc1OC | -14.3%
Oc1ccc(C=NNC(=S)Nc2ccccc2)nc1 | -40.0%[inhibitor]
CCCCN(C(=O)CC1CCCC1)c1c(N)n(Cc2ccccc2)c(=O)[nH]c1=O | -19.4%
Cc1ccnc(NC(=O)CCNC(=O)c2ccc(Br)cc2)c1 | 15.3%
C#CCOc1ccc(CNC[C@H]2O[C@@H](n3ccc(N)nc3=O)[C@H](O)[C@@H]2O)cc1 | 24.4%
CC1CCC(NC(=O)c2nn(C)c(=O)c3ccccc23)CC1 (centres undefined) | -0.6%
C[C@H]1CN([C@@H](C)CO)C(=O)CCCn2nncc2CO[C@@H]1CN(C)Cc1ccc(C(=O)O)cc1 | 10.8%
CC(C)(C)c1ccc(S(=O)(=O)NCCN2CCOCC2)cc1 | -11.2%
C[C@H](NC(=O)c1ncn2c1C(=O)N[C@@H](C)C2)C(=O)OC(C)(C)C | 12.6%
C[C@H](CO)N1C[C@H](C)[C@H](CN(C)Cc2ccncc2)Oc2cc(-c3ccccc3F)ccc2S1(=O)=O | -8.0%
COc1ccccc1C(=O)N/C(=C\c1cn(C)c2ccccc12)C(=O)NCCN1CCOCC1 | 12.4%
C[C@@H]1CN([C@@H](C)CO)S(=O)(=O)c2ccc(Br)cc2O[C@H]1CN(C)C(=O)c1ccncc1 | 19.0%
C[C@@H]1ON(C)[C@H]2C[C@H]3c4[nH]c5ccccc5c4CCN3C[C@@H]12 | -7.7%
C[C@H]1CN([C@@H](C)CO)S(=O)(=O)c2ccc(C#Cc3cccnc3)cc2O[C@@H]1CN(C)C(=O)Nc1ccc2c(c1)OCO2 | 6.4%
O=C(c1cc(-c2ccncc2)nc2ccccc12)N1CCCC(C(F)(F)F)C1 (centres undefined) | 1.5%
C[C@H]1CN([C@@H](C)CO)S(=O)(=O)c2ccc(-c3ccccc3)cc2O[C@H]1CN(C)C(=O)C1CCC1 | 22.4%
O=C(CCn1c(=O)c2cccn2c2cccnc21)NCCCN1CCN(c2ccc(F)cc2)CC1 | -25.6%
CN(C)c1ccc(CNc2nc3ccccc3n2C)cc1 | 6.8%
Cc1ccc(Cl)cc1NC(=O)CCS(=O)(=O)c1ccc2c(c1)n(C)c(=O)c(=O)n2C | 14.7%
Cn1cccc([N+](=O)[O-])c1=O | 16.9%
CCOc1ccc(-c2nnc(NC(=O)COc3ccccc3F)o2)cc1 | 15.0%
CN1CCn2cnc(C(=O)Nc3ccc(Cl)cc3)c2C1=O | -1.2%
CSC[C@H]1CN(c2ccc(Br)cc2)C(=O)[C@@H]1CC(=O)Nc1ccccc1 | -5.2%
NC(=O)C(NN=C(c1ccccc1)c1ccccc1)c1ccccc1 (centres undefined) | -4.9%
C[C@H]1CN([C@@H](C)CO)S(=O)(=O)c2ccc(Br)cc2O[C@H]1CN(C)C(=O)c1cccc(F)c1 | -25.0%
COc1ccc(C(=O)N2CCCC(CO)C2)cc1OC1CCN(C(C)C)CC1 (centres undefined) | -8.0%
COc1ccc(C=CC(=O)c2ccc(OCc3ccccc3)c(OC)c2)cc1OC | -2.6%
C[C@@H]1CCCCO[C@@H](CN(C)C(=O)C2CCCCC2)[C@@H](C)CN([C@H](C)CO)C(=O)c2cc(NC(=O)NC3CCCCC3)ccc2O1 | 20.7%
CC(C)COC(=O)N(C)C[C@@H]1OCc2cn(nn2)CCCC(=O)N([C@@H](C)CO)C[C@H]1C | 17.2%
O=C(Nc1cc(S(=O)(=O)N2CCOCC2)ccc1N1CCOCC1)c1cccc(Cl)c1 | -12.6%
COc1ccc(NC(=O)C[C@H]2C(=O)N(C3CCCCC3)C[C@@H]2c2ccc(OC)cc2)cc1 | -8.1%

Carrying on.
SMILES | a7 integrin act
Cc1ccc(S(=O)(=O)N(CCCc2c(C)nc(N)[nH]c2=O)Cc2ccc([N+](=O)[O-])cc2)cc1 | -24.9%
Clc1ccc(-c2nc3ccc(Br)cn3c2Cc2ccccc2)cc1 | -3.5%
Cc1ccc([C@H]2C[C@H](O)[C@@H](n3cc(COC(=O)c4ccccc4)nn3)CN2Cc2cccs2)cc1 | -15.4%
Cc1cccc(-c2ccc3[nH]c4c(c3c2)CCN2C[C@H]3[C@H](C)ON(C)[C@H]3C[C@@H]42)c1 | -22.2%
CCCCc1c(O)nc(SCC(=O)Nc2ccc(OC)cc2)n(-c2ccc(C)c(C)c2)c1=O | 1.9%
C[C@@H]1CN([C@@H](C)CO)C(=O)c2cc(NC(=O)C3CCCCC3)ccc2O[C@@H](C)CCCCO[C@@H]1CN(C)Cc1ccncc1 | -25.2%
COc1ccc(N=C2SCC(=O)N2C)cc1 | 23.9%
NNc1ccc([N+](=O)[O-])c2[nH][nH]c(=O)c12 | -11.7%
COC(=O)c1c(NC(=O)C2COc3ccccc3O2)sc2c1CCN(C(=O)OC)C2 (centres undefined) | 5.7%
COc1cc(NC(=O)CCc2c(C)noc2C)c(C(=O)O)cc1OC | -3.9%
CCNC(=O)N1C[C@H]2CON(C)[C@H]2C[C@H]1c1ccccc1Br | 1.7%
O=C(COC(=O)COc1ccc(Cl)cc1Br)NC1CCCC1 | -13.0%
O=[N+]([O-])c1cc(Br)c2c(c1)CCN2 | -24.5%
Cc1cccc(S(=O)(=O)N(C)C[C@H]2OCc3cnnn3CCCC(=O)N([C@H](C)CO)C[C@@H]2C)c1 | -1.2%
CCCN(CCC)CCNC(=O)Cn1cc2c(n1)-c1c(oc(C(=O)N3CCCC3)c1C)CC2 | -5.7%
Cc1ccc(C(=O)Nc2ccc(NC(=O)c3ccccc3Cl)c(C)c2)cc1 | -6.3%
O=C(OCc1cn([C@H]2CN(C(=O)C3CCCCC3)[C@@H](c3ccccc3)C[C@@H]2O)nn1)c1ccccc1 | 8.0%
C[C@H](CO)N1C[C@H](C)[C@@H](CN(C)S(=O)(=O)c2ccccc2F)Oc2ncc(Br)cc2C1=O | -3.2%
CC1=C(C(=O)N2CCOCC2)CC(CC(=O)NCCN2CCOCC2)C(=O)N1Cc1ccc(C(C)(C)C)cc1 (centres undefined) | 26.7%
CCCN1CCN(C(=O)c2ccc(S(=O)(=O)N(C)c3ccccc3OC)cc2)CC1 | -12.0%
COc1cc(NC(=O)CSc2nc3[nH]ncc3c(=O)n2-c2ccccc2)cc(OC)c1OC | -11.4%
Cc1cc(C)c(C(=O)Nc2ccc3c(c2)OCCO3)c(C)c1 | 0.0%
Cc1ccccc1NC(=O)C(C)OC(=O)CCC(=O)c1ccccc1 (centres undefined) | 4.0%
CNC[C@H]1OCc2ccccc2-c2ccccc2C(=O)N([C@H](C)CO)C[C@H]1C | 9.9%
CCCCCCN1C[C@H](n2cc(COC(=O)c3ccccc3)nn2)[C@@H](O)C[C@@H]1c1ccc(OC)cc1 | -9.2%
COc1ccc(-c2csc(NC(=O)CS(=O)(=O)c3ccccc3)n2)c(OC)c1 | 2.8%
CCCNC(=O)C1CC(=O)N(c2ccc(OCc3ccccc3)cc2)C1 (centres undefined) | -5.5%
COc1cc(CC(=O)C(=O)O)oc(=O)c1 | 9.7%
CCN(CC)CCn1c(=S)[nH]c2cc(C(=O)NCCc3ccc(OC)c(OC)c3)ccc2c1=O | 13.6%
CC1C(=O)N(Cc2cn(CCC3OCCO3)nn2)CCS(=O)(=O)N1Cc1ccc(-c2ccncc2)cc1 (centres undefined) | 16.0%
CSc1ncnc2c1ncn2CCCNc1ccc(C)c(C)c1 | 8.1%
O=C(COc1ccccc1)NC(=S)Nc1cccc2c(O)cccc12 | -8.2%
Cc1ccc(-n2c(=O)c3c(c4cc(C)ccc4n3C)n(CC(=O)NCC3CCCO3)c2=O)cc1 (centres undefined) | 6.3%
CCN1CCCC1CNC(=O)c1ccc2c(c1)NC(=O)/C(=C\c1ccccc1Cl)S2 (centres undefined) | -59.4%[inhibitor]
COc1ccccc1N(CC(=O)N1CCN(Cc2ccccc2)CC1)S(=O)(=O)c1ccccc1 | -30.4%
COc1cc(-c2nnc(COC(=O)c3ccc([N+](=O)[O-])o3)o2)cc(OC)c1OC | -21.0%
Cc1cc2c(=O)[nH]c(N)nc2[nH]1 | 11.7%
C[C@@H]1CN([C@H](C)CO)C(=O)CCCn2cc(nn2)CO[C@H]1CN(C)C(=O)Nc1cccc(C(F)(F)F)c1 | -6.0%
O=C(O)CC(C(=O)O)C(=Cc1ccccc1)c1ccccc1 (centres undefined) | -3.1%
CC(C)OC(=O)N(C)C[C@H]1OCc2cn(nn2)CCCC(=O)N([C@H](C)CO)C[C@@H]1C | 3.4%
C[C@H]1CN([C@@H](C)CO)C(=O)CCCn2nncc2CO[C@@H]1CN(C)Cc1ccc(Cl)c(Cl)c1 | -6.3%
CC1=C(C(=O)N2CCOCC2)CC(CC(=O)NCc2cccc3ccccc23)C(=O)N1Cc1ccc(F)cc1 (centres undefined) | -5.1%
C[C@@H]1CN([C@H](C)CO)C(=O)c2cc(Br)cnc2O[C@H]1CN(C)Cc1ccccc1 | 4.1%
CCN(CC(=O)Nc1ccc(OC)cc1)C(=O)C1CC(=O)N(Cc2ccccc2)C1 (centres undefined) | 19.2%
Cc1ccc(C)c(N2N=C(C(=O)OCc3nnc(-c4ccccc4Br)o3)CCC2=O)c1 | 2.9%
N#Cc1cccc(N2[C@@H](Cc3cc4ccccc4n3Cc3ccccc3)COC[C@H]2Cc2ccc3ccccc3c2)c1 | 3.6%

Some of the entries so far, in markdown.
| canonical_smiles | a7 integrin act |
| --- | --- |
| Cc1cc(Nc2ccc(F)cc2)c2ccccc2n1 | 20.6% |
| O=C(Nc1cc(S(=O)(=O)N2CCOCC2)ccc1N1CCOCC1)c1cccc(Cl)c1 | -12.6% |
| O=C(CCn1c(=O)c2cccn2c2cccnc21)NCCCN1CCN(c2ccc(F)cc2)CC1 | -25.6% |
| C[C@H]1CN([C@@H](C)CO)S(=O)(=O)c2ccc(-c3ccccc3)cc2O[C@H]1CN(C)C(=O)C1CCC1 | 22.4% |

Taken from above.
a7 integrin act, CCN(CC(=O)Nc1ccc(OC)cc1)C(=O)C1CC(=O)N(Cc2ccccc2)C1 (centres undefined) : 19.2%
a7 integrin act, CC1=C(C(=O)N2CCOCC2)CC(CC(=O)NCc2cccc3ccccc23)C(=O)N1Cc1ccc(F)cc1 (centres undefined) : -5.1%

Part of the list above, reformatted:
a7 integrin act,SMILES
-6.3%,C[C@H]1CN([C@@H](C)CO)C(=O)CCCn2nncc2CO[C@@H]1CN(C)Cc1ccc(Cl)c(Cl)c1
4.1%,C[C@@H]1CN([C@H](C)CO)C(=O)c2cc(Br)cnc2O[C@H]1CN(C)Cc1ccccc1
-5.1%,CC1=C(C(=O)N2CCOCC2)CC(CC(=O)NCc2cccc3ccccc23)C(=O)N1Cc1ccc(F)cc1 (centres undefined)
